TNAP inh noacc – blocks human TNAP activity with no phosphate acceptor present; P05186; purified TNAP, CDP-star luminescence, 30 min; inhibition, % at 20 µM; 0.26% of 200,000 active;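 active = tissue-nonspecific alkaline phosphatase inhibition above about 50% at 20 µM in the single-dose screen, limit read from the data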;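 also: 0% = DMSO negative control and 100% = EDTA positive control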
FLuc inhib CS – inhibits firefly luciferase, flagging false hits in luciferase inhibition screens; P08659; ATPLite firefly luciferase biochemical luminescence, 10 min; inhibition, % at 10 µM; 1.5% of 200,000 active;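 active = inhibition above about 50% when tested at 10 µM, limit read from the data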
Target sequence (P08659 whole entry, looked up): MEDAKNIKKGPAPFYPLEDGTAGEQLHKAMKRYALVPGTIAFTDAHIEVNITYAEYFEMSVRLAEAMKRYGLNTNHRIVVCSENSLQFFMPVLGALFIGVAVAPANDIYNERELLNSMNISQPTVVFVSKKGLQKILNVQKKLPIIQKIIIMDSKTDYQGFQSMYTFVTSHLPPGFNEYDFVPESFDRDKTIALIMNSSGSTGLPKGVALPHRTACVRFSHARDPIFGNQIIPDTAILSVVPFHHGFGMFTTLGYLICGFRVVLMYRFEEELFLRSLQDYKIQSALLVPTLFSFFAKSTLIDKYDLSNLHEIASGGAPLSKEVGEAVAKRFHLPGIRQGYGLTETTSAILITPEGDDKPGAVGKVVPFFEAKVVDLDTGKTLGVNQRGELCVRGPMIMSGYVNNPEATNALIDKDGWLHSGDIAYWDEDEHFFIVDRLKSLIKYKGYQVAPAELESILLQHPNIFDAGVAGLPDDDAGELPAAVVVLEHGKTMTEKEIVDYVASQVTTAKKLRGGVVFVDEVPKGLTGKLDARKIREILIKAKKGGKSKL
TNAP inh hi DEA – TNAP (human) inhibition, high acceptor; 0.03% of 200,000 active; purified TNAP, CDP-star luminescence, 1 M DEA; inhibition, % at 20 µM;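 active = over 50% inhibition of tissue-nonspecific alkaline phosphatase at 20 µM in the single-dose screen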;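 also: plate controls were DMSO wells for no effect and EDTA-quenched wells as full inhibition for full effect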
TNAP act hi DEA – activators of human TNAP at high phosphate acceptor concentration; P05186; purified TNAP, CDP-star luminescence, 1 M DEA, 30 min; stronger effect = higher value; 0 = EDTA background, 1 = DMSO-only activity; activation factor at 20 µM; 200,000 tested, under 10 active; AID 1136;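 active = activation factor at least 2 at 20 µM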
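Test system – human TNAP · Doses – 20 µM single point · Incubation – 30 min, room temperature · Signal – luminescent substrate turnover signal · Read-out basis – activation factor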
PMI activator – increases human mannose-6-phosphate isomerase activity; 0.005% of 190,000 active; purified human PMI, coupled resazurin fluorescence, 20 min; stronger effect = higher value; 1 = vehicle control, 0 substrate-free wells; AID 1214; P34949; activation factor at 20 µM;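 active = activation factor of 2 or more at 20 µM, relative to plate controls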
Target sequence (P34949 whole entry, looked up): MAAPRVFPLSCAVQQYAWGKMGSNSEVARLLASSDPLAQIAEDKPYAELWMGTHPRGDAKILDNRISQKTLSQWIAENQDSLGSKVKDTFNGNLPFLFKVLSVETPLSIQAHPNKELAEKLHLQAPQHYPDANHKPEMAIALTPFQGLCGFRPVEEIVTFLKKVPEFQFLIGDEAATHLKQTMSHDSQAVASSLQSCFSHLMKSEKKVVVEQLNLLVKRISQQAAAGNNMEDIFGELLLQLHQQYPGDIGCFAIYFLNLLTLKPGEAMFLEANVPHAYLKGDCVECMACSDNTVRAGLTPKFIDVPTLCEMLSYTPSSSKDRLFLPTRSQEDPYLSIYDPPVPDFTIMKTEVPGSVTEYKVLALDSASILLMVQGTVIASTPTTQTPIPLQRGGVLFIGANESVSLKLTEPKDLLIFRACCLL
bIAP act – increases bovine intestinal alkaline phosphatase activity; purified bovine IAP, CDP-star luminescence, 30 min; stronger effect = higher value; fold of DMSO-control signal, blank-subtracted; activation factor at 20 µM; 0.17% of 200,000 active; AID 1016;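 active = activation factor of 2 or more at 20 µM, a signal rise over negative controls twice the positive control's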
FLuc stim CS – affects firefly luciferase, flagging false hits in luciferase stimulation screens; activation factor at 10 µM; P08659; ATPlite luciferase biochemical, luminescence, 10 min; 0 = ATP-free wells, 1 = DMSO control; 200,000 tested, under 10 active;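 active = luciferase activation factor, scaled between plate controls, of at least 2 with compound at 10 µM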
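Material: luciferase plus luciferin reagent, cell-free. Medium: PBS buffer for ATP. Also added: ATP substrate, dispensed from a 10.24 µM working solution in PBS. Doses: test compounds dosed from 2 mM stocks in 100% DMSO. Incubation: 10 min post-reagent at room temperature. Technique: light output (luminescence). Read-out basis: luminescence gain marking luciferase activators.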
NF-kB neuron act – NF-kB expression increase, human neuronal cells. 1.6% of 190,000 active. NF-kB reporter expression; stronger effect = higher value. fold change at 12.5 µM. AID 1239; in the data active = fold change above about 3.3
PMI act hi M6P – activators of human phosphomannose isomerase at near-saturating mannose 6-phosphate; coupled PMI enzyme assay, resazurin fluorescence, 20 min; stronger effect = higher value; 1 = untreated enzyme, 0 = substrate-free blank; AID 1216; 0.34% of 190,000 active; P34949; activation factor at 20 µM;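 active = activation factor of 2 or more at 20 µM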
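Test system: Human PMI in coupled enzyme assay | Input: 15 ng/mL PMI | Medium: HEPES-buffered pH 7.4 with magnesium and detergent | Compound: One concentration, 20 µM, in 1% DMSO | Incubation: Enzyme reaction with compound 20 min at room temperature | Detection: Diaphorase-driven resazurin-to-resorufin fluorescence, excitation 544, emission 590 nm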
APP 5'UTR act – APP 5'UTR luciferase reporter activation; SH-SY5Y APP 5'UTR luciferase reporter, luminescence; zero percent = DMSO vehicle wells; activation, % at 2 µM; 1% of 190,000 active;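 active = activation above a set limit, based on mean plus 3 SD of controls, cut at about 140% in these data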; also: values of inactives mirror those of a sister screen read the other way
The depositor's hits bear a star; i = inactive; / = not tested or not shown.

SMILES	TNAP inh noacc	FLuc inhib CS	TNAP inh hi DEA	TNAP act hi DEA	PMI activator	bIAP act	FLuc stim CS	NF-kB neuron act	PMI act hi M6P	APP 5'UTR act
CCN(CC)S(=O)(=O)c1ccc(N2CCCCC2)c(C(=O)Nc2ccccc2N2CCOCC2)c1	0.4	-8.1	4.5	1	1	1	1.1	0.77	1	9.0
Cc1ccc(C2C3=C(CCCC3=O)N=C3c4ccccc4C(=O)C32)cc1 (stereo not given)	7.3	-2.4	7.6	0.9	0.8	1	1	0.34	0.8	0.9
Cc1ccc(NC2=C(CC(=O)O)C(c3ccccc3)N(c3ccc(C)cc3)C2=O)cc1 (stereo not given)	4.7	-5.1	-3.6	1	0.9	0.8	1.1	1.43	0.9	19.0
COc1cccc(C=Nc2cc(C)cc(C)c2)c1O	16.7	-3.9	1.8	1	1	0.9	1	1.01	0.8	-7.1
CCC/C=N/NC(=O)c1cccc(Br)c1	-5.9	-8.7	-4.6	1	1.1	1	1.1	1.18	1.2	-4.8
CC(C)CC(=O)Nc1cccc(-c2csc(-c3ccccc3)n2)c1	-4.6	1.3	1.5	1	1	0.9	1	1.13	1.1	10.7
O=C(Nc1ccc([N+](=O)[O-])cc1)C(Cc1ccccc1)N1C(=O)c2cccc3cccc(c23)C1=O (stereo not given)	-2.0	0.5	-0.7	1	1.1	1	1	0.97	1	8.4
Oc1cccc(/C=N/Nc2cccc3cccnc23)c1	i	80.9*	-6.3	1.1	0.9	1	0.2	8.92*	0.8	227.3*
Cn1c(=O)[nH]c(=O)c2c1ncn2CCN1CCCCC1	-11.7	-2.7	-4.8	1	1	1.1	1	1.17	1	-7.4
CC(C)OCCCNc1ncc2c(n1)CC(c1cccs1)CC2=O (stereo not given)	-8.7	-2.3	-5.9	1.1	0.7	1	1	0.96	0.4	12.2
OCCC1CN(Cc2ccc(C(F)(F)F)cc2)CCN1Cc1ccccc1 (stereo not given)	-18.3	-3.1	-5.7	1.1	0.9	1	1	1.07	0.9	21.1
CCCCC(=O)Nc1ccc2c(c1)OCCO2	-10.1	20.1	-3.5	1	0.9	0.8	0.8	1.63	0.9	36.0
Cc1cc2c(ccc3[nH]onc32)n1	4.0	-0.5	6.1	0.9	0.9	1	1	1.01	0.7	-10.6
CN(C)C(CNc1ncnc2sc3c(c12)CCCCC3)c1ccco1 (stereo not given)	-16.6	-3.8	-4.9	1	1	1	1	1.38	0.9	7.5
Cc1cc(C)c2[nH]c(=O)c(CN(CC3CCCO3)C(=S)Nc3ccccc3)cc2c1 (stereo not given)	-27.1	-3.3	0.3	1	0.7	1	1	0.93	0.8	/
CCn1c(O)c(/C=C2\C=Nc3ccccc32)sc1=Nc1ccc(C)cc1	-8.1	-3.3	-1.1	1	0.8	1	1	1.25	0.9	16.0
Nc1nc(-c2ccco2)nn1C(=O)c1ccccc1	-0.2	-3.6	-4.2	1	0.9	0.9	1	1.17	0.9	14.7
Cc1ccc(NC(=O)CCC(=O)NNC(=O)CCc2ccccc2)c(C)c1	-16.8	-2.8	-1.6	1	1	1.3	1	1.06	1	8.4
COCc1cc(C)nc(N/N=C/c2ccc(-c3ccc(Cl)cc3[N+](=O)[O-])o2)c1C#N	-9.4	1.7	7.7	0.9	0.9	1.1	1	0.89	0.4	4.9
Cc1nn(-c2ccccc2)c(Oc2ccc(F)cc2)c1/C=N/n1cnnc1	-1.1	-3.3	-0.3	1	1	1	1	0.83	0.9	8.2
Cc1nn(C)c(C(=O)N2CCN(C(=O)c3ccco3)CC2)c1Br	-13.6	-6.0	1.3	1	0.9	0.9	1.1	1.29	1	-9.4
COCC(C)NC(=O)c1ccc(Cl)c(Cl)c1 (stereo not given)	-6.6	0.0	-1.3	1	1	1	1	1.26	1	-9.8
Cc1cnc(C(=O)OCC(=O)NC(=O)NC(C)C)cn1	-14.7	-5.0	-4.8	1	0.9	1	1.1	1.05	1	2.3
COc1ccc(N(CC(=O)Nc2ccc(F)cc2)S(=O)(=O)c2ccccc2[N+](=O)[O-])c(OC)c1	1.6	-1.7	3.0	1	/	1	1	0.78	/	23.1
Cc1cccc(C)c1NC(=O)COc1ccc2c(C)c(Cc3ccccc3)c(=O)oc2c1C	-18.7	-6.0	-1.1	1	1	1.1	1.1	1.26	1	7.9
C/C(=N\Nc1ccc([N+](=O)[O-])cc1)c1ccc(N)cc1	19.9	2.2	10.0	0.9	1.7	0.8	1	1.59	2.3*	4.3
COc1ccc(C2NC(=S)N(c3ccccc3)C(C)=C2C(=O)Nc2ccccc2)cc1 (stereo not given)	-9.0	-0.4	-3.5	1	1.1	1	1	1.05	1.2	-11.3
CCOC(=O)C(=CNc1ncccc1C)C(=O)OCC	-10.5	-5.4	-2.7	1	1.1	1	1.1	0.94	1	-9.4
CCCOC(=O)CCNc1n[nH]c(=O)[nH]c1=O	-5.0	1.0	-2.2	1	1.1	1.1	1	0.88	1	-3.0
O=C(c1ccccc1)c1c[nH]c(C(=O)C(Cl)(Cl)Cl)c1	-7.5	4.3	-1.9	1	1.1	1.1	1	1.51	1	-9.8
COc1ccc(NS(=O)(=O)CC(C)C)c(OC)c1	-12.4	-5.3	0.0	1	1.1	0.7	1.1	1.02	0.9	-4.2
COC(=O)C1=C(O)CSC1=Nc1cccc(C(F)(F)F)c1	-13.6	-4.5	-1.0	1	0.9	1	1	0.92	1	3.4
CN(C)Cc1c(O)ccc2c3c(c(=O)oc12)CCCCC3	-15.6	-4.2	-7.6	1.1	1	1.2	1	1.05	1	0.9
COCCNC(=S)N(CCc1c(C)[nH]c2ccc(Cl)cc12)Cc1cccs1	-7.5	2.7	-4.7	1	0.9	1.1	1	0.77	0.9	19.4
CSc1cccc(NC(=O)c2ccc(Cl)nc2)c1	-6.8	2.0	0.3	1	1	1	1	1.68	1	19.4
COC(=O)c1ccccc1NC(=O)c1ccc(COc2cc(C)cc(C)c2)o1	-4.1	-6.8	-5.3	1.1	0.9	0.9	1.1	0.81	0.9	-5.3
COc1ccc(/C=C/C(=O)c2ccc(Cl)cc2)c(OC)c1	-9.6	17.1	-3.4	1	1	0.8	0.8	2.32	1	58.0
Fc1cccc(Cl)c1Cn1nnc2c(NCc3ccncc3)ncnc21	-13.0	-5.9	-4.6	1	0.8	1	1.1	1.11	0.8	-8.1
CCOc1cc(CNc2cccc3ccccc23)cc(Br)c1OCC(=O)NC(C)(C)C	-15.8	-4.0	-5.1	1.1	0.8	0.9	1	0.87	0.8	0.6
Cc1cc(NC(=O)CCC(=O)N(CC2CCCO2)C(C(=O)NC2CCCC2)c2cccnc2)no1 (stereo not given)	-5.5	-15.1	-2.0	1	1	1.1	1.2	0.99	1	7.0
O=C1CN(C(=O)COC(=O)c2ccc[n+]([O-])c2)c2ccccc2N1	-11.5	-8.2	-3.9	1	1	1	1.1	1.02	1	-20.9
O=C(c1ccc(F)cc1)c1cn[nH]c1-c1ccccc1O	55.8*	-3.7	-1.5	1	1	1.3	1	0.74	0.9	10.3
CCN1C(=O)c2cccc3c(S(=O)(=O)NCc4cccnc4)ccc1c23	-12.2	-6.5	-3.5	1	1	1	1.1	1.29	1	19.6
Cc1ccc(C(=O)NCCc2sc(C)nc2C)cc1	1.1	9.9	-1.6	1	0.9	0.7	0.9	1.14	1	-0.7
CCCc1cc2c(=O)c(-c3nc4ccccc4s3)c(COCC(=O)O)oc2cc1O	2.4	7.4	3.8	1	0.9	1	0.9	1.36	0.9	49.2
CC(C)(C)S(=O)(=O)c1ccc(S(=O)(=O)C(C)(C)C)s1	-9.1	-4.1	-4.7	1	1	1	1	1.19	0.9	-2.4
CCc1cc2cc3c(cc2nc1SCC(=O)N1CCN(C(=O)c2ccco2)CC1)OCO3	-5.6	0.3	-0.1	1	1.1	0.9	1	0.7	1.1	-4.8
CCOC(=O)N1CCN(Cc2nc(N)nc(Nc3ccc(Oc4ccccc4)cc3)n2)CC1	-13.1	-1.8	-5.0	1.1	0.9	1.1	1	0.48	1.1	4.7
O=C(O)c1ccccc1NS(=O)(=O)c1ccccc1C(F)(F)F	-6.2	0.7	-2.1	1	0.9	1.1	1	1.28	1	5.9
CC(C)=C1C2CCC1C1C(=O)N(c3ccc4c(c3)OCO4)C(=O)C21 (stereo not given)	-11.4	-4.1	-5.7	1.1	1.1	0.9	1	1.29	0.9	2.5
CC(C)CCSc1nc2c(c(=O)[nH]c(=O)n2C)n1CCCc1ccccc1	-133.2	-0.5	-7.7	1.1	0.8	0.9	1	1.17	0.9	6.0
Cc1n[nH]c(C)c1N1C(=O)c2cccc3c(Br)ccc(c23)C1=O	-0.4	-3.6	-4.0	1	1.2	0.9	1	0.92	1.1	-6.3
CCc1c(C)nc(SCC(=O)N2CCc3ccccc32)[nH]c1=O	-7.1	-0.7	-7.5	1.1	0.8	1	1	0.99	0.9	-7.7
N#Cc1cccc(NC(=O)COc2ccc(-n3ccnc3)cc2)c1	-7.0	3.5	-0.1	1	1.1	1	1	0.92	1	0.6
Cc1nc2cc(-c3ccccc3)nn2c(C)c1CCC(=O)N1CCN(c2ccccc2)CC1	9.4	-1.1	-5.9	1.1	1	1.1	1	0.78	1	-14.0
COc1ccc(C(=O)Nc2c(Cl)cc(Cl)cc2C(=O)N2CCOCC2)cc1	-7.1	-3.8	-1.9	1	0.9	1.1	1	1.05	0.9	8.1
C/C(=N\NC(=O)CCC(=O)Nc1ccc(C)c(C)c1)c1cccs1	-8.7	-6.8	-5.9	1.1	1	1.1	1.1	1.16	1	10.2
Cc1cc(C)c2ccc(C)[n+]([O-])c2c1O	-0.8	-2.5	-0.3	1	1	1	1	0.9	1.3	32.8
COc1ccc(S(=O)(=O)N2CCC(C(=O)N3CCc4ccccc4C3)CC2)cc1	-0.9	-5.2	-10.5	1.1	1.1	1.3	1.1	1.18	1	/
CCn1c(CNC(=O)C23CC4CC(CC(C4)C2)C3)nnc1SCC(=O)Nc1nnc(C)s1	-22.2	-4.8	-8.4	1.1	1	0.9	1	0.95	1	13.9

Some of the entries so far, bar-delimited.
structure | TNAP inh noacc | FLuc inhib CS | TNAP inh hi DEA | TNAP act hi DEA | PMI activator | bIAP act | FLuc stim CS | NF-kB neuron act | PMI act hi M6P | APP 5'UTR act
CCc1cc2cc3c(cc2nc1SCC(=O)N1CCN(C(=O)c2ccco2)CC1)OCO3 | -5.6 | 0.3 | -0.1 | 1 | 1.1 | 0.9 | 1 | 0.7 | 1.1 | -4.8
CCOC(=O)N1CCN(Cc2nc(N)nc(Nc3ccc(Oc4ccccc4)cc3)n2)CC1 | -13.1 | -1.8 | -5.0 | 1.1 | 0.9 | 1.1 | 1 | 0.48 | 1.1 | 4.7
O=C(O)c1ccccc1NS(=O)(=O)c1ccccc1C(F)(F)F | -6.2 | 0.7 | -2.1 | 1 | 0.9 | 1.1 | 1 | 1.28 | 1 | 5.9
CC(C)=C1C2CCC1C1C(=O)N(c3ccc4c(c3)OCO4)C(=O)C21 (stereo not given) | -11.4 | -4.1 | -5.7 | 1.1 | 1.1 | 0.9 | 1 | 1.29 | 0.9 | 2.5
